# mHtt clearance: clearance of mutant huntingtin inclusions, primary screen, imaging, HeLa Exon1htt(103Q)mCFP, confocal imaging. aggregate imaging; zero = plate's median compound well. inhibition, % at 1.5 µM. actives 0.42% (n = 47,000). AID 853, 2007;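 active = inhibition of aggregate fluorescence above about 70%, also judged a hit by eye on the cell image, limit read from the data, passing the limit was not always enough; inconclusive = no rule stated for this call; inactive = not judged a hit on image review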;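 also: cells exposed to compound for three days before fixation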
# mHtt clearance grain fraction: recorded beside mHtt clearance, whose call it bears; fraction fluorescence in grains; measured here: aggregate grain fluorescence fraction; active compounds read low;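 scaled fraction of total cell fluorescence in grains with unit not stated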
# Active calls of the source: *; ? = inconclusive; nt = not tested or not shown.
# Values run as follows: mHtt clearance grain fraction | mHtt clearance
1: COc1cc2c(cc1OC)C(C)N(C(=O)Cn1ncc3c1-c1cc(C)ccc1OC3)CC2 (stereo not drawn)
→ 30 | 16
2: Cc1ccc(SCc2cc(=O)[nH]c(N3CCOCC3)n2)cc1
→ 50 | -16
3: CCOC(=O)c1c(NC(=O)CSc2nnc(CNc3ccc(Cl)cc3)o2)sc(C)c1C
→ 13 | 30
4: CCN(Cc1ccccc1)C(c1ccccn1)c1nnnn1C1CCCCC1 (stereo not drawn)
→ 14 | 22
5: Cc1ccc2c(c1)C(=O)C(=O)N2CC(=O)OC(C)C
→ 30 | 23
6: CC(C)(C)c1ccc(S(=O)(=O)N2CCC(c3nc4ccc(Cl)cc4[nH]3)CC2)cc1
→ 30 | -70
7: CC1(C)N=C(c2cccc(F)c2)C(=O)N1
→ 29 | 14
8: CCc1c(C(=O)NCCc2ccc(OC)c(OC)c2)[nH]c(C)c1C(C)=O
→ 37 | 15
9: CCN1C(=O)CC(N2CCN(c3ccc(C(=O)c4ccccc4)cc3)CC2)C1=O (stereo not drawn)
→ 18 | 4
10: CCc1ccc2oc(C(=O)NCc3ccncc3)c(C)c2c1
→ 38 | -114
11: CC12CN3CC(C)(CN(C1)C3c1ccccc1Cl)C2O (stereo not drawn)
→ 11 | 34
12: COC(=O)CN1C(=O)C(O)(CC(=O)c2cccc(Br)c2)c2ccccc21 (stereo not drawn)
→ 28 | 31
13: COC(=O)c1cc(NC(=O)c2ccc(Cn3cc(Cl)cn3)o2)cc(C(=O)OC)c1
→ 35 | 1
14: Clc1ccc(-n2cnnn2)cc1
→ 41 | -14
15: CC(OC(=O)C1CC=CCC1C(N)=O)C(Cl)=C(Cl)Cl (stereo not drawn)
→ 23 | -13
16: Cn1c(=O)c2nnn(/N=C(\c3ccccc3)C3CC3)c2n(C)c1=O
→ 63 | -56
17: CCc1ccc(N2C(=O)/C(=C/c3cccs3)N(CC(=O)OC)C2=S)cc1
→ 51 | -32
18: C=CCN1C(=O)CSc2ccc(C(=O)OCC)cc21
→ 35 | -4
19: Cc1ccc(C(=O)OCC(=O)N2CCc3ccccc32)cc1
→ 35 | 12
20: Cc1cc(C)n2nc(SCc3cc(=O)oc4cc(C)c(C)cc34)nc2n1
→ 14 | 25
21: Cc1cccc(CC(=O)Nc2c3c(nn2-c2cccc(Cl)c2)CS(=O)C3)c1 (stereo not drawn)
→ 16 | 21
22: Cc1noc(C)c1COC(=O)c1ccc2ccccc2n1
→ 41 | -18
23: Cc1nc(C)c(C(=O)OCC(=O)N2CCN(c3ccccc3)CC2)s1
→ 29 | -52
24: COC(=O)c1cccc(NC(=O)c2ccc3c(c2)C(=O)N(CC2CCCO2)C3=O)c1 (stereo not drawn)
→ 25 | -6
25: Cc1cc(O)c(NC(=O)c2ccc(Br)o2)cc1C
→ 17 | 2
26: COC(=O)Nc1ccc(S(=O)(=O)N(CCO)CC(F)(F)C(F)F)cc1
→ 25 | -20
27: CC(=O)c1cc(-c2ccccc2)n(CC(=O)NC2CCCC2)c1C
→ 41 | -3
28: Cc1ccccc1-n1c(=O)cc(N2CCc3ccccc32)[nH]c1=O
→ 46 | 2
29: COc1cc(NC(=O)c2cc(-c3cccnc3)nc3ccc(C)cc23)c(OC)cc1Cl
→ 32 | 10
30: O=S(=O)(c1ccc(N2CCCC2c2nc3ccccc3s2)nc1)N1CCOCC1 (stereo not drawn)
→ 15 | 17
31: CCOC(=O)C1=C(C)NC(=O)C(C#N)C1c1ccco1 (stereo not drawn)
→ 21 | -5
32: O=C(CSc1nnc(-c2cnccn2)n1Cc1ccco1)c1ccccc1
→ 35 | 12
33: COc1cccc(S(=O)(=O)NCc2ccc(C(=O)NCC3CCCO3)cc2)c1 (stereo not drawn)
→ 45 | -21
34: O=C(CC1NCCNC1=O)Nc1ccc(Oc2ccccc2)cc1 (stereo not drawn)
→ 15 | 24
35: Cc1ccc(S(=O)(=O)n2nc(C)c(Br)c2C)c(C)c1C
→ 11 | 50
36: CC(C)Cc1cc(-c2ccco2)c(C#N)c(N)n1
→ 47 | -16
37: CC(C)NC(=O)/C(=C\c1cccc([N+](=O)[O-])c1)NC(=O)c1ccccc1
→ 25 | 16
38: CC1CCN(S(=O)(=O)c2ccc(S(=O)(=O)NCc3ccco3)cc2)CC1
→ 21 | -18
39: COc1ccc(C(=O)Nc2cccnc2)cc1OC
→ 34 | -78
40: Cc1ccc(C(=O)NCc2nnc(SCC(=O)Nc3sc4c(c3C#N)CCCC4)n2C)cc1
→ 20 | -1
41: Cn1c(=O)[nH]c(=O)c2c1nc(OC(=O)c1ccccc1)n2CC(O)COc1ccccc1 (stereo not drawn)
→ 38 | -2
42: Cc1oc(-c2ccc3c(c2)OCCO3)cc1C(=O)NC(CCC(=O)O)C(=O)O (stereo not drawn)
→ 31 | 9
43: COc1cccc(C(=O)Nc2cccc(C(=O)NC3=NN(c4c(Cl)cc(Cl)cc4Cl)C(=O)C3)c2)c1
→ 32 | -68
44: COc1cc(NC(=O)C2C3C=CC(C3)C2C(=O)O)c(OC)cc1Cl (stereo not drawn)
→ 20 | 6
45: COc1cc(NS(=O)(=O)c2ccc(NC(=O)c3ccc(C)o3)cc2)nc(OC)n1
→ 12 | 40
46: CSC1=C(C#N)C(C)C2=C(CC(C)(C)CC2=O)N1 (stereo not drawn)
→ 34 | -2
47: CCN(CCO)C(=O)C(c1ccccc1)c1ccccc1
→ 16 | 60
48: O=C(c1nn2c(C(F)(F)F)cc(-c3ccccc3)nc2c1Cl)N1CCOCC1
→ 38 | 10
49: CCC(=O)Nc1ccc(Cl)c(NC(=O)c2ccc(Br)o2)c1
→ 17 | 3
50: CCOC(=O)/C=C1\NC(C)(C)Cc2cc(OC)c(O)cc21
→ 39 | -12
51: O=C(Nc1ccc2c(c1)oc1ccccc12)N1CCOCC1
→ 24 | -18
52: CCN(CC)S(=O)(=O)c1ccc(NC(=O)C2CCCO2)cc1 (stereo not drawn)
→ 58 | -55
53: CCOC(=O)c1c(NC(=O)c2ccccc2)sc2c(O)c(CN(CC)CC)ccc12
→ 27 | 40
54: CC(C)(C)OC(=O)NCCCC(CCCNC(=O)OC(C)(C)C)C(=O)O
→ 39 | -3
55: Cn1cccc1C(=O)c1ccc(Cl)cc1Cl
→ 12 | 41
56: COC(=O)c1ccccc1NC(=O)c1ccc(COc2cccc3ccccc23)o1
→ 40 | -30
57: O=S(=O)(Cc1ccccc1)N1CCN(C2Cc3ccccc3C2)CC1
→ 29 | -27
58: COc1cccc(C2CN(c3ccc(F)cc3F)N=C2c2cccs2)c1OC (stereo not drawn)
→ 9.2 | 53
59: CCN(c1cccc(C)c1)S(=O)(=O)c1cnc[nH]1
→ 28 | -42
60: O=C(CN1CCC(n2nnc3cc(C(F)(F)F)ccc32)CC1)N1CCc2ccccc21
→ 35 | 19

# More structures:
# Values run as follows: mHtt clearance grain fraction | mHtt clearance
61: O=S(=O)(c1ccc(N2CCCC2)cc1)C(F)(F)F
→ 17 | 4
62: Cn1c(CN2CCOCC2)nnc1SCC(=O)Nc1ccc2c(c1)OCCO2
→ 26 | -36
63: O=C(CN(C1CCCCC1)S(=O)(=O)c1ccc(F)cc1)NCc1ccncc1
→ 22 | -7
64: CCC(C)Sc1nc2c(c(=O)[nH]c(=O)n2C)n1CCc1ccccc1 (stereo not drawn)
→ 21 | -16
65: O=C(NCc1ccccc1)c1cnc2n(c1=O)CCS2
→ 20 | 51
66: COc1ccccc1NC(=O)N(Cc1ccco1)Cc1cc2c(C)ccc(C)c2[nH]c1=O
→ 9.9 | 46
67: CC1CCN(C(=O)Nc2ccc3nsnc3c2)CC1
→ 171 | -377
68: CCN1CCN(C(=S)c2ccc(Br)cc2)CC1
→ 26 | -17
69: Cc1ccc(C)c(S(=O)(=O)NCCOC(=O)Nc2sc(=S)n(C)c2C)c1
→ 25 | -12
70: COc1ccc(CC(=O)NCc2ccco2)cc1OC
→ 17 | 12
71: O=C(CN1CCCCC1)Nc1cc(Cl)ccc1Cl
→ 28 | 22
72: COc1ccc(-c2noc(CCC(=O)Nc3cccc(C)c3)n2)cc1
→ 37 | -6
73: O=C1CCCN1c1ccc(S(=O)(=O)NCc2ccco2)cc1
→ 11 | 40
74: CC(=O)Nc1cccc(Cn2cccn2)c1
→ 19 | 6
75: COc1ccc(C2NC(=O)c3n[nH]c(C)c32)c(OC)c1 (stereo not drawn)
→ 40 | -11
76: CC12CCC(C(=O)Nc3nccs3)(OC1=O)C2(C)C (stereo not drawn)
→ 41 | -5
77: CCn1c(SCC(=O)Nc2cc(C)on2)nnc1-c1ccncc1
→ 23 | -8
78: CCOC(=O)c1c(C2CCN(C(=O)OCC)CC2)nc2ccccn12
→ 42 | -12
79: Nn1c(COc2ccccc2)nnc1SC(F)F
→ 29 | -47
80: Cc1ccc2nc(NC3=NCN(Cc4ccc5c(c4)OCO5)CN3)nc(C)c2c1
→ 17 | 14
81: O=C(NCC(O)c1ccccc1)c1cccc(S(=O)(=O)N2CCOCC2)c1 (stereo not drawn)
→ 16 | 15
82: O=C(C1CCCN(S(=O)(=O)c2cccnc2)C1)N1CCn2c1nc1ccccc12 (stereo not drawn)
→ 75 | -126
83: Cc1nc2sc3c(O)cc(=O)[nH]c3c2c(C)c1C
→ 15 | 24
84: CC(=O)CCC(=O)NCCc1ccccc1F
→ 28 | 22
85: CN(C)c1ccc(NC(=O)CCCc2ccccc2)cc1
→ 25 | -44
86: O=C(Nc1ccc2c(c1)OCCO2)c1cnc2n(c1=O)CCS2
→ 38 | -15
87: O=C(c1cc2nc(-c3ccco3)cc(C(F)(F)F)n2n1)N1CCN(c2ccccn2)CC1
→ 11 | 40
88: O=C(NCC(=O)N1CCCC1)c1cccs1
→ 50 | -14
89: O=C(CCn1c(=O)oc2ccccc21)Nc1nc2ccccc2s1
→ 51 | 1
90: O=C(CSc1nnc(Cc2ccccc2)n1-c1ccc(F)cc1)N1CCOCC1
→ 14 | 28
91: CCOC(=O)c1ccc(COC(=O)c2ccc(-c3nnc(-c4ccccc4)o3)cc2)o1
→ 8.2 | 59
92: O=S1(=O)C=CC(Nc2ccccc2)C1 (stereo not drawn)
→ 46 | -19
93: CCn1c(SCC(=O)N2CCCc3ccccc32)nnc1-c1ccoc1C
→ 20 | 0
94: O=C(CCCc1nc(-c2ccccc2Cl)no1)NC1CCCCC1
→ 22 | -12
95: CCCOc1cccc(C2/C(=C(/O)c3ccc(OC)cc3)C(=O)C(=O)N2CCN(C)C)c1 (stereo not drawn)
→ 43 | -21
96: CC(=O)c1c(OC(=O)c2ccco2)c2ccccc2n1C
→ 38 | 2
97: COc1ccc(N(CC(=O)O)S(C)(=O)=O)cc1OC
→ 34 | -92
98: O=[N+]([O-])c1ccc(Sc2nccn2Cc2ccccc2)c([N+](=O)[O-])c1
→ 30 | 21
99: O=c1[nH]cnc2c1N1CCC2CC1
→ 33 | 6
100: Nn1c(SCC(=O)Nc2ccc(S(=O)(=O)N3CCCC3)cc2)nnc1C(F)(F)F
→ 21 | -12
101: COc1ccc(CNC(=O)COC(=O)c2n[nH]c3ccccc23)cc1OC
→ 11 | 38
102: COC(=O)c1ccc2ccn(CC(=O)NC(C)C)c2c1
→ 35 | 10
103: O=c1ccc2cc(S(=O)(=O)N3CCN(c4ccccc4)CC3)ccc2o1
→ 37 | -85
104: COc1ccc(-c2nc(C#N)c(NCc3ccc(C)cc3)o2)cc1OC
→ 14 | 30
105: Cc1ccc(C)n1-c1sc2c(c1C#N)CCCC2
→ 16 | 8
106: Cc1ccc(-c2nn(-c3ccccc3)cc2C2CC(c3cccs3)=NN2C(=O)CCC(=O)O)cc1 (stereo not drawn)
→ 16 | -2
107: N#Cc1c(NC(=O)CSc2ncn[nH]2)sc2c1CCCC2
→ 142 | -348
108: CCN1CCN(C(=O)c2ccc(COc3ccc(Cl)cc3)o2)CC1
→ nt | ?
109: Nc1nc2n(n1)C(c1ccco1)CC(c1ccccc1)N2 (stereo not drawn)
→ 15 | 25
110: C[C@@H](Nc1nc(-c2ccccc2)nc2c1oc1ccccc12)C(=O)O
→ 35 | -8
111: Cc1ccc2c(c1)N(CCC(=O)NCc1ccc3c(c1)OCO3)C(=O)CO2
→ 19 | 10
112: CCOC(=O)c1c(NC(=O)CSc2nnnn2CC)sc(C)c1C
→ 25 | 18
113: O=S(=O)(Nc1ccc2nc(C(F)(F)F)[nH]c2c1)c1ccccc1
→ 42 | -20
114: CCOC(=O)/C(C#N)=C1/C=CN(Cc2ccccc2)C=N1
→ 12 | 44
115: O=C(NNC1=C(C(=O)C(F)(F)F)CCC1)c1ccc(Cl)cc1
→ 43 | -3
116: Cc1cc(C)n(C(=O)c2ccc(C)c(S(=O)(=O)N3CCCC3)c2)n1
→ 9.5 | 49
117: Cc1nc2c(-c3ccc(F)cc3)c(C)nn2c(C)c1CCC(=O)N1CCC(Cc2ccccc2)CC1
→ 38 | -13
118: Nc1c(C(=O)NCc2ccccc2)sc2nc3c(cc12)C(=O)CCC3
→ 44 | -10
119: COc1ccccc1CNc1ncnc2c1nnn2Cc1ccccc1
→ 48 | -25
120: COc1ccc(C(=O)NCCc2ccc(S(N)(=O)=O)cc2)cc1OC
→ 44 | -18

# Continued.
# Values run as follows: mHtt clearance grain fraction | mHtt clearance
121: Cc1ccc(OC(C)C(=O)N2CCCc3ccccc32)cc1 (stereo not drawn)
→ 19 | 5
122: COc1ccc(NC(=O)C2CCN(S(C)(=O)=O)CC2)cc1
→ 111 | -244
123: Cc1sc2nc(CSc3nnc(Cc4cccs4)n3C3CCCCC3)[nH]c(=O)c2c1C
→ 61 | -41
124: O=C(NCCCN1CCOCC1)c1ccc(Br)cc1
→ 44 | -9
125: O=c1onc(-c2cccs2)n1Cc1ccccc1
→ 47 | -16
126: CCOC(=O)N1CCN(C(=O)CSc2nnc(-c3ccccc3OC)o2)CC1
→ 26 | -43

# High-throughput results from PubChem.

# Not all compounds are listed, so the mix of outcomes need not match the whole.
